# All columns: NCI-60 one-dose screen, growth in % after 48 h at 10 µM unless noted; 100 = growth as untreated, 0 = no growth, -100 = all killed.
# OVCAR-3 = OVCAR-3 ovarian cancer; AID 1794787; hit rate 7% among 79,000
# OVCAR-5 = OVCAR-5 ovarian cancer; hit rate 2.9% among 82,000; AID 1794783
# NCI/ADR-RES = NCI/ADR-RES ovarian cells; hit rate 4.4% among 81,000; AID 1794790
# SN12C = SN12C renal cancer cells. hit rate 3.8% among 81,000
# IGROV1 = IGROV1 ovarian cancer; hit rate 4.7% among 79,000
# NCI-H226 = NCI-H226 lung cancer; hit rate 3.5% among 79,000
# NCI-H23 = NCI-H23 lung cancer. hit rate 4% among 80,000. AID 1794731
# OVCAR-4 = OVCAR-4 ovarian cancer cells. hit rate 3.7% among 80,000. AID 1794784
# SK-OV-3 = SK-OV-3 ovarian cancer cells | hit rate 3.2% among 80,000 | AID 1794785
# An asterisk follows results filed as active; . = not tested or not shown; & = joins results of further samples; [ ] = remark or other dose. Rule for the calls: active = growth percent below 10; inactive = the rest. Outcome played no part in choosing rows (roughly 9.4% active in at least one column).
SMILES,OVCAR-3,OVCAR-5,NCI/ADR-RES,SN12C,IGROV1,NCI-H226,NCI-H23,OVCAR-4,SK-OV-3
COc1ccc(CSc2nnc(SCC(=O)Nc3ccc(Cl)cc3)s2)cc1,91,91,48,68,64,.,80,85,103
COc1cccc(Cc2cc(-c3ccccc3)nn(CC(=O)c3ccccc3)c2=O)c1,65,96,57,59,.,61,74,70,90
CC(=O)CCC(=O)O,124,98,112,108,99,96,109,110,100
S=c1sscc1-c1ccccc1,119,114,105,101,120,108,109,115,131
CC(CCN1CCN(CCC(C)CC(C)(C)C)C1CC(C)CC(C)(C)C)CC(C)(C)C (stereo not given),73,90,98,91,82,99,100,98,96
Nc1nc(N)c2c(n1)NC(c1ccccc1)C1CCc3ccccc3C1=N2 (stereo not given),38,112,24,66,92,53,39,27,58
COC(=O)CCc1ccc(NP(=O)(N2CC2)N2CC2)cc1,108,109,90,45,89,83,94,94,88
COc1cc(CC2=C(N(C)c3ccccc3)COC2=O)cc(OC)c1OC,110,111,99,96,108,94,101,102,101
N#Cc1c(=O)n(O)c2ccccc2[n+]1[O-],117,103,100,102,107,97,108,100,98
COc1ccc(/C=C2/CN(C(=O)c3ccc(C)cc3)C/C(=C\c3ccc(OC)cc3)C2=O)cc1,91,109,87,91,90,82,88,84,99
CCCn1c(O)c(N=NC(=O)c2ccc(S(N)(=O)=O)cc2)c2ccccc21,108,104,106,99,102,99,101,.,100
Nc1ccccc1SSc1ccccc1N,81&104&101,128&113&103,94&102&105,106&100&95,77&92&111,111&87&98,89&90&107,101&103,104&112&99
C=CC(=O)OCC(C)(C)C,131,101,101,94,101,105,106,97,106
NC(=O)c1ccccc1Br,120,97,105,105,112,97,98,.,112
CCCCN(CCCC)CC(O)c1cc(-c2ccc(C(F)(F)F)cc2)nc(-c2ccc(C(F)(F)F)cc2)c1 (stereo not given),112,87,89,80,96,89,93,.,101

# Part of the list above in order of count of non-hydrogen atoms, rising:
SMILES,OVCAR-3,OVCAR-5,NCI/ADR-RES,SN12C,IGROV1,NCI-H226,NCI-H23,OVCAR-4,SK-OV-3
CC(=O)CCC(=O)O,124,98,112,108,99,96,109,110,100
NC(=O)c1ccccc1Br,120,97,105,105,112,97,98,.,112
S=c1sscc1-c1ccccc1,119,114,105,101,120,108,109,115,131
N#Cc1c(=O)n(O)c2ccccc2[n+]1[O-],117,103,100,102,107,97,108,100,98
Nc1ccccc1SSc1ccccc1N,81&104&101,128&113&103,94&102&105,106&100&95,77&92&111,111&87&98,89&90&107,101&103,104&112&99
COC(=O)CCc1ccc(NP(=O)(N2CC2)N2CC2)cc1,108,109,90,45,89,83,94,94,88
COc1ccc(CSc2nnc(SCC(=O)Nc3ccc(Cl)cc3)s2)cc1,91,91,48,68,64,.,80,85,103
CC(CCN1CCN(CCC(C)CC(C)(C)C)C1CC(C)CC(C)(C)C)CC(C)(C)C (stereo not given),73,90,98,91,82,99,100,98,96
COc1ccc(/C=C2/CN(C(=O)c3ccc(C)cc3)C/C(=C\c3ccc(OC)cc3)C2=O)cc1,91,109,87,91,90,82,88,84,99
CCCCN(CCCC)CC(O)c1cc(-c2ccc(C(F)(F)F)cc2)nc(-c2ccc(C(F)(F)F)cc2)c1 (stereo not given),112,87,89,80,96,89,93,.,101

# Going on with the list:
SMILES,OVCAR-3,OVCAR-5,NCI/ADR-RES,SN12C,IGROV1,NCI-H226,NCI-H23,OVCAR-4,SK-OV-3
N#C/C(=C\c1ccc2ccccc2c1)C(=O)Nc1sc2c(c1C#N)CCCC2,.,105,99,101,103,90,95,100,89
COc1ccc(-n2c(SCc3cc(OC)c(OC)c(OC)c3)nc3ccc(Cl)cc3c2=O)cc1,90,90,89,82,84,85,80,72,92
Cc1ccc(C2CC(c3ccccc3)=NN2C(=O)c2ccc(S(C)(=O)=O)cc2)cc1 (stereo not given),101,103,94,99,109,83,97,106,100
CC(C)CC(=O)C(CCc1ccccn1)C(C)C (stereo not given),118,105,102,107,114,98,98,111,120
CC(=O)CCC1CCC(C(C)C)CC1 (stereo not given),102,101,106,101,129,103,104,113,101
CC1=C(C)C(=O)C(N2CCN(C3CCCCC3)CC2)=C(Cl)C1=O,108,117,101,96,100,102,102,103,114
COc1ccc(NC(=O)c2ccc(C(F)(F)F)nc2Nc2ccc(Cl)cc2C)cc1Cl,15,10,13,24,27,27,3.8*,25,45
CSc1nc(=O)n(Cc2ccc(F)cc2)c(=O)[nH]1,116,104,104,98,99,106,98,105,110
CC1=C(C)C(=O)C(Nc2ccc(C(=O)OC(C)(C)C)cc2)=C(Br)C1=O,113,98,104,97,97,94,87,98,99
CCCC(=O)c1cccs1,107,100,101,96,110,93,95,103,103
Oc1ccc(Nc2ccc3ccccc3c2)cc1,70,71,42,65,58,89,69,60,89
COc1ccc(Cn2cc(C(=O)Nc3cccnc3Nc3ccc(Cl)cc3)nn2)cc1,106,114,93,98,111,91,100,93,116
C=COCCCCCCCCCCCCCCCCCC,93,106,99,88,118,104,101,109,103
CCOC(=O)c1cnn(CC(C)O)c1NC(=O)NCc1ccc(C(F)(F)F)cc1 (stereo not given),109,97,101,100,95,103,94,104,96
CSc1nc(C)c([N+](=O)[O-])c(N)n1,114,118,102,99,110,102,101,104,85
COc1ccc(-c2nc(SCc3nc4ccccc4[nH]3)nc(N3CCCCC3)c2C#N)cc1,94,100,89,94,101,106,104,88,98
CCOC(=O)N(CC)CC,110,101,113,98,115,97,115,105,116
CCOC(=O)c1c(C)oc2ncnc(N3CCN(CC(=O)Nc4ccc(OC)cc4)CC3)c12,112,101,102,98,104,98,102,105,104
c1ccc(CNc2ncnc3onc(-c4ccccc4)c23)cc1,91,85,73,67,64,73,54,83,66
COc1ccc(C2CC(=O)Nc3c2ncn3-c2ccc(Cl)cc2)cc1 (stereo not given),111,96,107,101,107,99,98,96,96
O=C(CC1(O)C(=O)Nc2ccc(F)cc21)c1cc2ccccc2oc1=O (stereo not given),105,113,101,101,103,92,92,99,90
Cc1ccc2cccnc2c1NS(=O)(=O)c1ccc(Cl)cc1Cl,89,106,91,89,94,82,89,85,99
O=C(O)c1cc(-c2ccccc2)nc2ccc3ccccc3c12,104,103,100,102,95,95,.,94,86
Cn1cc(-c2nc(N)nnc2-c2cncc(Br)c2)c2cc(Cl)ccc21,107,103,63,.,104,15,90,75,64
ClC1=C(Cl)C(Cl)=C(Cl)C1=Cc1ccc(Cl)cc1Cl,-84*,8.7*,-35*,-31*,7.3*,-34*,-53*,5.9*,38
CCCCCCCCCCCCCCCCCCOP(=O)(O)O,113,103,108,94,110,99,106,117,109
O=C(NNC(=O)c1nc2cc(F)ccc2n2cccc12)c1cnccn1,30,68,21,40,36,42,46,28,42
CC1OC(n2c3ccccc3c3c4c(c5c6ccccc6[nH]c5c32)C(=O)N(CCN2CCCC2)C4=O)CC(O)C1O (stereo not given),60,78,54,42,49,43,41,23,32
Cc1ccc(S(=O)(=O)NC(=O)n2ccc3cccnc32)cc1,118,107,108,107,102,94,98,.,107
CCCCCCCCn1ccc2cc(NC(=O)CN3CCN(c4nc(C)cc(N5CCC(C)CC5)n4)CC3)ccc21,96,100,81,79,82,87,87,73,102
COc1ccc(OC)c(/C=C/c2nc(=S)n(-c3ccc(Cl)cc3)[nH]2)c1,29,116,.,66,40,73,49,92,74
O=C(/C=C/c1ccccc1)c1ccc2ccccc2c1,.,106,101,100,76,98,92,97,103
Cc1cc(NS(=O)(=O)c2ccc(Nc3nc(O)c(/C=C4\C=Nc5ccccc54)s3)cc2)no1,109,118,105,89,91,90,94,115,105
O=C1CCC23C=CC(O2)C(O)c2ccccc2N13 (stereo not given),99,106,104,108,102,108,97,113,92
COc1cc(N)c2ncccc2c1SC,105,101,99,105,.,106,94,105,108
COC(=O)c1nnn(-c2ccc(Cl)cc2C)c1N,95,89,93,91,76,76,84,90,71
CCOC(=O)c1c(Nc2ccccc2)nn2c(-c3ccc([N+](=O)[O-])cc3)ccnc12,.,99,85,94,106,86,82,92,100
O=C(Nc1cccc2c1CCCC2)c1cc2c([nH]c1=O)CCCC2,104[500 µM],97[500 µM],103[500 µM],98[500 µM],84[500 µM],79[500 µM],93[500 µM],98[500 µM],92[500 µM]
O=C(O)/C=C\C(=O)Nc1ccc(-c2ccccc2)cc1,97,106,97,101,114,98,99,98,98
CN(C)c1ccc(/C=C\N=Nc2ccc(Br)cc2)cc1,68,77,52,66,67,80,80,65,93
CCN1CCN(CC(=O)NC2CCCCC2)C(=O)/C=C\C1=O,103,98,99,91,103,91,93,97,115
N#Cc1c(-c2ccc(Cl)cc2)nc(SCC(=O)c2ccc(Cl)cc2)[nH]c1=O,100,90,97,93,101,88,92,94,99
COc1ccc(C2=NN(C(N)=O)C(c3cn(-c4ccccc4)nc3-c3ccccc3)C2)cc1 (stereo not given),87,106,74,84,74,95,87,91,86
Cc1ccc(NC(=O)CSc2nnc(-c3ccc(NC(=O)c4cccnc4)cc3)n2N)cc1,117,105,110,101,115,100,109,110,104
C=C(C)[C@@H]1CC[C@]2(C(=O)O)CC[C@]3(C)[C@H](CC[C@@H]4[C@@]5(C)Cc6c([nH]c7ccccc67)C(C)(C)[C@@H]5CC[C@]43C)[C@@H]12,49,92,62,64,83,61,43,61,84
COc1cc(-c2conc2-c2ccccc2)c(OC)c2c1OCO2,100,101,100,97,96,103,95,88,92
CCOC(=O)c1c(N)oc2c(-c3ccccc3)c3c(C(=O)OCC)c(N)oc3cc12,109,103,101,103,97,101,99,112,114
CC(Oc1ccc(C(=O)NS(=O)(=O)C2CC2)cc1C(F)(F)F)c1ccc(Oc2ccccc2)cn1 (stereo not given),65,101,99,101,85,99,100,105,105
Cc1cccc(N2C(=O)c3ccccc3C2=O)c1,103,101,100,.,105,115,102,101,109
CCCCCCC1OCC(CC)C(CCC)O1 (stereo not given),105,98,104,98,107,105,112,109,118
COC[C@]12CCC(C)(C)C[C@H]1C1=CC[C@@H]3[C@@]4(C)CCCNC(C)(C)[C@@H]4CC[C@@]3(C)[C@]1(C)CC2,-47*,5.7*,-88*,30,-54*,-61*,-84*,-19*,76
NC(=O)N1N=C(c2cc3ccccc3oc2=O)CC1c1cn(-c2ccccc2)nc1-c1ccc(Cl)cc1 (stereo not given),18,65,29,47,29,50,42,35,76
COc1cc(-c2cc(C(=O)Nc3nc4cc(C)c(C)cc4s3)nc3cc(-c4ccccc4)nn23)cc(OC)c1OC,130,103,107,102,119,121,99,111,123
O=C(O)c1ccc(-c2nn(-c3ccc(C(F)(F)F)cc3)cc2/C=N/Nc2cccc(Br)c2)cc1,96,97,.,80,92,92,.,97,.
[O-][n+]1onc(-c2csc(-n3nc(-c4ccccc4)cc3-c3ccccc3)n2)c1-c1ccccc1,100,95,101,96,95,.,96,92,.
COc1ccc(CNc2ccnc3[nH]c4ccc(C#N)cc4c23)cc1,104,106,86,79,75,68,88,78,75
COc1ccc(-c2nc(SCCCCC(=O)NO)[nH]c(=O)c2C#N)cc1,102,106,108,99,104,106,.,113,95
COC(=O)CC1SC(c2cccc(F)c2)N(c2nnc(COc3ccc(F)cc3)s2)C1=O (stereo not given),125,98,106,120,897,113,118,108,110
Cc1cccc(C)c1Nc1n[nH]c(=S)s1,111,106,107,111,102,99,100,.,.
Cc1ccc(N2C(=O)CSC2c2ccc(OCC(=O)c3ccccc3)cc2)cc1 (stereo not given),113,104,93,95,90,93,93,105,99

# Record cards (already shown). Screens in order: OVCAR-3	OVCAR-5	NCI/ADR-RES	SN12C	IGROV1	NCI-H226	NCI-H23	OVCAR-4	SK-OV-3
# [O-][n+]1onc(-c2csc(-n3nc(-c4ccccc4)cc3-c3ccccc3)n2)c1-c1ccccc1 is entered as 100	95	101	96	95	.	96	92	.
# COC[C@]12CCC(C)(C)C[C@H]1C1=CC[C@@H]3[C@@]4(C)CCCNC(C)(C)[C@@H]4CC[C@@]3(C)[C@]1(C)CC2 is entered as -47*	5.7*	-88*	30	-54*	-61*	-84*	-19*	76

# (further entries)
SMILES,OVCAR-3,OVCAR-5,NCI/ADR-RES,SN12C,IGROV1,NCI-H226,NCI-H23,OVCAR-4,SK-OV-3
C=C1C(=O)O[C@H]2[C@H]1CC/C(Cn1cc(-c3cc(C)c(C)cc3C)nn1)=C\CC[C@@]1(C)O[C@@H]21,-95*,-46*,5.1*,-35*,-64*,-65*,-61*,-94*,76
Cc1nn(-c2ccc(Cl)cc2)c2nc3c(nc12)C(=O)CC(C)(C)C3,101,90,78,80,100,88,82,71,98
COc1cc2c(cc1OC)C(Cc1ccccc1[N+](=O)[O-])=NCC2,98,100,96,97,95,94,95,92,88
NNC(=O)c1cc(-c2ccc(Br)cc2)n(-c2ccc(S(N)(=O)=O)cc2)n1,98,102,104,96,89,84,88,89,97
CCOC(=O)C(CCc1ccncc1)c1ccccc1 (stereo not given),108,106,99,101,103,99,95,94,103
COc1ccc(-c2nn3c(-c4cccnc4)nnc3s2)cc1OC,106,93,105,98,111,100,104,116,114
Cc1ccc2c(c1)c(=O)n(-c1ccccc1)c1nnc(C)n21,106,97,94,101,113,87,94,99,106
CCCCCCCCCCCCCCCC1=NN(c2ccccc2)C(=O)C1NC(=O)O (stereo not given),111,108,110,104,104,110,105,99,102
CSc1nc2c(c(=O)[nH]1)C(c1ccc(Cl)cc1)C1=C(N2)/C(=C/c2ccc(Cl)cc2)CCC1 (stereo not given),95,114,67,79,71,97,81,67,111
Clc1ccc(-n2c(SCCc3c[nH]c4ccccc34)nnc2-c2ccncc2)cc1,.,94,78,88,81,89,95,78,88
Cc1cc(C)c2c(N)c(-c3nc4ccccc4[nH]3)sc2n1,84,95,98,103,71,87,100,88,78
O=C1NC(=O)[C@H](Cc2ccc(O)cc2)N1,104,106,106,107,103,103,103,114,113
CN(C)C(=O)C1=NC(CO)C(=O)N(c2ccccc2)N1 (stereo not given),129,99,107,101,103,103,103,103,112
Cc1nc(-c2ccccc2)cc2c1C(=O)N(CC(=O)N1CCOCC1)C2=O,109,107,104,102,110,.,97,106,114

# Source: PubChem BioAssay (NCI)
